Assay outcomes (PubChem)
VP16 counter: VP16 counterscreen qHTS for inhibitors of ROR gamma transcriptional activity. Drosophila S2 Gal4-VP16 UAS-luciferase, luminescence, 20 h. AID 2546, 2010. Potency, µM (series often up to 53.6 µM), without a hit: at the top dose activity, negative = inhibition, most hits filed as inhibitors. 310,000 tested, 3.5% active;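 also: Gal4-VP16 expression switched on by copper sulfate through the metallothionein promoter; % is scaled to controls: 0 for no effect and ±100 for the full control effect; nearly all actives have a fitted effect of over 50% in size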
ELG1 genotox: qHTS screen for small molecules that induce genotoxicity in human embryonic kidney (HEK293T) cells expressing luciferase-tagged ELG1; HEK293T ELG1-luciferase reporter, luminescence, 16 h; Potency, µM (series often up to 46 µM), inactives show at the highest dose activity change, positive = activation, most hits filed as activators; 330,000 tested, 1.3% active; also: % of control where 0% means no effect; nearly all actives have a fitted effect of over 60% in size
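Luminescence read-out: rising ELG1-luciferase signal, reflecting elevated ELG1 protein under genetic stress, flags genotoxic compounds. Cells were treated for 16 hr at 37 °C before ONE-Glo detection.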
MBNL1 CUG block: qHTS Assay for Inhibitors of MBNL1-poly(CUG) RNA binding; Muscleblind-like protein 1 (Homo sapiens), Q9NR56; TR-FRET MBNL1-His/biotin-(CUG)12 binding, 665/545 ratio; Potency, µM (doses to about 57.5 µM), inactives show top-dose activity change, negative = inhibition, usual class: inhibitors; 280,000 tested, 0.036% active; AID 2675, 2010; active = well fitted inhibition curve with a large enough effect in the signal ratio, with a control signal flat, not every such curve was filed as active; inconclusive = small, poorly fitted or top-dose-only effect, or effect the other way, or a change in a side signal; inactive = no such curve, though single readings can be large or run the other way; the % refers to the signal ratio; also: % is scaled to controls: 0 for no effect and ±100 for the full control effect
Target sequence (Q9NR56 whole entry, looked up): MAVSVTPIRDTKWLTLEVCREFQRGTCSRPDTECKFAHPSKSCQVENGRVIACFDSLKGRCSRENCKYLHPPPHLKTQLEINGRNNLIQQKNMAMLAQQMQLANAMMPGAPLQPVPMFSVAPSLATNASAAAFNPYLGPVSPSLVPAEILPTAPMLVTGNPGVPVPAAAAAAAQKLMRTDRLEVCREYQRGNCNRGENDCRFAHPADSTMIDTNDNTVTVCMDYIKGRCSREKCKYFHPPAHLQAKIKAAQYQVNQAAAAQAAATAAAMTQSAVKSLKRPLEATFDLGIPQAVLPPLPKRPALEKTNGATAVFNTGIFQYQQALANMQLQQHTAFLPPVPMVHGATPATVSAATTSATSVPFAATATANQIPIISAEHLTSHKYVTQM
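TR-FRET readout: Ex 340 nm, 665/545 nm emission ratio, normalized to buffer-only (basal) and MBNL1-(CUG)12 controls. Complex of MBNL1-His with Biotin-(CUG)12, compounds 92 nM–58 uM, incubated 60 min at room temperature.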
uPA generation: qHTS for Inhibitors of Cell Surface uPA Generation; Potency, µM (series often up to 38.3 µM), inactives show at the highest dose activity change, negative = inhibition, hits mostly inhibitors; 330,000 tested, 0.31% active; cell surface uPA generation assay, qHTS; active = well fitted inhibition curve with a large enough effect; inconclusive = small, poorly fitted or top-dose-only effect; inactive = no such curve, though single readings can be large or run the other way; tested in mouse RAW 264.7 cells; also: % is scaled to controls: 0 for no effect and ±100 for the full control effect; nearly all actives have a fitted effect of over 55% in size
BRCA1 expr up: qHTS Assay to Identify Small Molecule Activators of BRCA1 Expression | MCF7-BRCA1-FFLuc reporter, luminescence, 48 h; response scale: scaled: vehicle 0%, 10 µM genistein 100% | 380,000 tested, 1.1% active | Potency, µM (top dose mostly 46.1 µM), for the others: at the highest dose activation, actives largely listed as activators | AID 624202, 2012; also: nearly all actives have a fitted effect of over 80% in size; some results filed as inactive show a strong effect at the top dose
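Reporter cells (MCF7, BRCA1 promoter-firefly luciferase) received library compounds across a concentration series for 48 h. End-point luminescence was measured and concentration-effect curves derived after normalization.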
RORg inh: qHTS for inhibitors of ROR gamma transcriptional activity. Drosophila S2 Gal4-RORgamma UAS-luciferase reporter, 20 h. 310,000 tested, 5.4% active. Potency, µM (titrated, usually from 53.6 µM), inactives show top-dose activity change, negative = inhibition, actives largely listed as inhibitors; also: % is scaled to controls: 0 for no effect and ±100 for the full control effect; nearly all actives have a fitted effect of over 60% in size
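Compounds are pin-transferred onto Drosophila Schneider cells expressing a copper-inducible Gal4–ROR gamma transactivation domain fusion. After 1 hr, copper sulfate is added to 700 uM final; luciferase is read 20 hr later.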
FLuc counter: qHTS profiling assay for firefly luciferase inhibitor/activator using purifed enzyme and Km concentrations of substrates (counterscreen for miR-21 project) | Luciferin 4-monooxygenase (Photinus pyralis), P08659 | purified FLuc, Km substrates, luminescence inhibition | Potency, µM (doses to about 57.5 µM), inactives show at the highest dose activity change, negative = inhibition, usual class: inhibitors | 360,000 tested, 6.9% active | AID 588342, 2011;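 also: plate controls were vehicle for no effect and reference inhibitor for full effect; nearly all actives have a fitted effect of over 55% in size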
Target sequence (P08659 whole entry, looked up): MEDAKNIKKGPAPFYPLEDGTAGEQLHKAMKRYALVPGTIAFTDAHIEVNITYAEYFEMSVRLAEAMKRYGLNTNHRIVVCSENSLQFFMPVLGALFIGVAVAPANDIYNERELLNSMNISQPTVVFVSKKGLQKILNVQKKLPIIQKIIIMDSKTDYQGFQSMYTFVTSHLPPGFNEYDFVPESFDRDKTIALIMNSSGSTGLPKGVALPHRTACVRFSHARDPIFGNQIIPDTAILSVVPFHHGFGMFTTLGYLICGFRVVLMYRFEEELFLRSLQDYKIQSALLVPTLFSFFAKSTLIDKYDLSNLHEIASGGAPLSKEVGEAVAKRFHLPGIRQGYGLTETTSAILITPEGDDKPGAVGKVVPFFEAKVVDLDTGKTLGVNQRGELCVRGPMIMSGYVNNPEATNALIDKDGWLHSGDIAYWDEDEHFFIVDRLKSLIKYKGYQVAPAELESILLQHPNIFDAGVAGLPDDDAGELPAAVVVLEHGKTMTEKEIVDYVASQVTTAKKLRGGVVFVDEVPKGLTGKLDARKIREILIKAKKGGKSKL
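Biochemical qHTS of compounds, final roughly 60 µM downward over six points, against 10 nM purified firefly luciferase using Km concentrations of substrates (10 uM D-luciferin, 10 uM ATP) in Tris acetate pH 7.5 buffer; luminescence output.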
p53 reactivation: qHTS assay for re-activators of p53 using a Luc reporter. Potency, µM (highest dose often 92.2 µM), for inactives: at the top dose activity change, positive = activation, hits mostly activators. H1299 p53-A138V BP100-luciferase reporter, luminescence, 24 h. 320,000 tested, 0.063% active. AID 504706, 2011; also: % of control where 0% means no effect; nearly all actives have a fitted effect of over 45% in size
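p53-null H1299 cells stably carrying temperature-sensitive p53-A138V and a BP100-luciferase reporter were pinned with compounds (4-point, 1:5 series) and held 24 hrs at 37 deg C. Luminescence was read 10 min after detection reagent.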
Rab9 prom act: qHTS Assay for Rab9 Promoter Activators; Huh7 Rab9 promoter-luciferase reporter, luminescence, 24 h; Potency, µM (top dose mostly 9.22 µM), inactives show at the top dose activation, negative = inhibition, hits mostly activators; 320,000 tested, 2.8% active; AID 485297, 2010; also: % of control where 0% means no effect; nearly all actives have a fitted effect of over 60% in size
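Steps: seed 1500 Huh7 Rab9-luc cells per well, rest 2 h at 37 °C; add compound in DMSO; incubate 24 h; add luciferase reagent, 10 min ambient; read luminescence.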
NPC1 promoter act: qHTS Assay for NPC1 Promoter Activators | AID 485313, 2010 | Potency, µM (highest dose often 9.22 µM), for inactives: top-dose activation, usual class: activators | Huh7 NPC1 promoter luciferase reporter, 24 h | 320,000 tested, 2.4% active;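 also: % of control where 0% means no effect; nearly all actives have a fitted effect of over 60% in size; reporter is driven by a mutant NPC1 promoter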
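Stable NPC1-promoter luciferase Huh7 line; cpd (DMSO) 24 h, 37 °C, 5% CO2; Amplite luciferase reagent 10 min RT; luminescence readout. qHTS format.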
An asterisk follows results filed as active; ? = inconclusive; · = no result given; & = joins results of further samples; [ ] = another dose, or the depositor's remark. Unless noted, calls follow the shape of the dose curve; as a rule, active = well fitted curve in the direction sought with a large enough effect; inconclusive = small, poorly fitted or top-dose-only effect, or another doubt; inactive = no such curve, though single readings can be large; an effect the other way counts as inactive or inconclusive. Potency is read from the fitted curve at half-maximal effect.

Sequence of screens: VP16 counter | ELG1 genotox | MBNL1 CUG block | uPA generation | BRCA1 expr up | RORg inh | FLuc counter | p53 reactivation | Rab9 prom act | NPC1 promoter act
> O=C(Oc1ccc[nH]c1=O)c1cccc(Cl)c1
→ -12.6% | 3.3% | -3.4% | -5.6% | -9.5% | -21.6% | 4.9% | 1.4% | -4.2% | -0.8%
> COc1cc(NC(=S)N2CCN(CCO)CC2)cc(OC)c1
→ -1.1% | -5.1% | -13.1% | 2.2% | -2.2% | 18.0% | -0.4% | ? | -1.8% | -4.3%
> Cc1ccc(-n2c(C)cc(=O)cc2C)c(C)c1
→ -6.1% | -2.0% | -7.6% | 5.0% | 14.0% | 7.3% | 2.2% | 6.6% | 5.2% | 0.0%
> Cc1ccc(S(=O)(=O)Nc2ccc(OCC(=O)N3CCOCC3)cc2)c(C)c1NS(C)(=O)=O
→ 0.0% | -1.4% | -3.5% | 2.5% | -1.9% | -3.4% | -1.0% | -0.6% | -3.8% | -6.4%
> CCOc1ccc(C2c3[nH]c4ccccc4c3C[C@H]3C(=O)N(C4CC4)CC(=O)N23)cc1OC (stereo partly specified)
→ 7.3% | -0.5% | -6.2% | 2.0% | 0.4% | 18.2% | -0.1% | -5.7% | -7.4% | -3.8%
> CCOc1ccc(NC(=O)CCN2CCN(S(=O)(=O)c3ccc(Cl)cc3)CC2)cc1
→ 3.8% | -6.9% | -20.5% | -2.0% | -22.0% | 27.3% | 0.2% | -2.6% | -0.7% | -0.5%
> O=C(NCC(=O)N(CCN1CCOCC1)C(C(=O)NC1CCCC1)c1ccccc1)c1cccs1 (stereo unspecified)
→ 3.5% | -0.1% | 7.6% | 2.4% | -27.4% | -10.9% | -4.9% | 20.0% | -4.0% | 1.3%
> O=C(NCCNC(=O)c1ccccc1Br)c1ccccc1Br
→ 6.2% | -4.3% | 6.0% | -14.1% | -4.9% | 0.6% | 0.9% | · | 0.6% | -7.0%
> O=C(COC(=O)c1cc([N+](=O)[O-])ccc1N1CCOCC1)c1ccccc1
→ · | 19.1% | · | -0.7% | 0.0% | · | 1.1% | -4.5% | -2.8% | 7.6%
> C[C@@H]1CN(C(=O)c2nc3ccc(Cl)cn3c2CN2CCc3sccc3C2)C[C@H](C)O1
→ 16.2% | -6.1% | -13.9% | -40.7% | -8.2% | 23.4% | -1.1% | -1.6% | -3.8% | -3.6%
> CC(CCc1ccc(O)cc1)NCCc1ccc(O)c(O)c1 (stereo unspecified)
→ -7.2%&-3.7% | · | · | 7.94µM* | -6.6% | 3.0% | · | · | -2.3%[46.1 µM] | -9.7%[46.1 µM]
> CC(C)CCNC(=O)c1ccc(OC2CCN(S(=O)(=O)N(C)C)CC2)cc1
→ ? | -1.9% | -7.5% | -8.3% | -2.7% | ? | ? | 4.7% | -5.4% | -1.1%
> CC1CN(C(=O)COC(=O)c2ccc(C#N)cc2)CC(C)O1 (stereo unspecified)
→ -2.7% | -1.3% | -2.7% | 0.2% | -13.1% | 11.2% | -1.9% | 4.2% | -7.1% | -1.5%
> COc1ccc(N(CC(=O)NCCC2=CCCCC2)S(=O)(=O)c2ccccc2)cc1OC
→ -4.9% | -0.1% | -6.6% | 2.1% | -10.8% | 30.2% | -1.7% | 4.0% | 15.5% | -8.9%
> O=C(OCC(=O)C12CC3CC(CC(C3)C1)C2)c1ccccn1
→ -0.9% | 1.8% | 10.0% | 8.4% | 10.1% | 4.1% | ? | 23.6% | 4.0% | 2.6%
> O=C(COc1ccc(Cl)cc1Cl)N/N=C/c1ccccn1
→ ? | 1.6% | 4.9% | ? | -11.9% | 12.6µM* | -21.6% | -13.0% | 5.9% | 0.1%
> Clc1ccc(-c2nnsc2SCc2ccccc2)cc1
→ ? | 13.8% | 2.1% | -1.1% | ? | 11.6% | ? | 17.7% | 20.9% | 0.9%
> Cn1ncc(Br)c1C(=O)Nc1c(F)c(F)cc(F)c1F
→ -10.5% | 16.7% | 19.8% | 4.2% | 33.7% | -1.5% | 0.1% | 18.5% | -5.1% | -6.2%
> O=C(N/N=C/C=C/c1ccccc1)c1cccc(Br)c1
→ 5.01µM* | 1.2% | 11.9% | -13.0% | 2.5% | 1µM* | ? | -4.4% | -5.9% | -3.3%
> CC1(C)CC(=O)C(C=NCC2CCN(C(=O)Cc3ccccc3)CC2)=C(O)C1
→ -1.2%[10 µM] | -9.6% | 0.6% | 3.8% | -2.3% | -6.1% | -0.9% | -3.8% | -10.9% | 0.9%
> Cc1ccccc1C(=O)NC1CCN(CC(=O)NC2CCCCC2)CC1
→ 1.0% | -1.7% | -2.9% | -7.8% | 1.4% | 4.7% | -0.4% | 3.6% | -2.8% | -7.0%
> Cc1ccc(C2CC(C(F)(F)F)n3ncc(C(=O)NCc4ccco4)c3N2)cc1 (stereo unspecified)
→ -10.2% | -0.4% | -2.1% | · | -7.3% | -1.7% | 0.5% | 5.8% | -1.8% | -4.5%
> O=C(NCCCO)C(=O)NCc1ccccn1
→ -9.3% | 1.3% | -11.7% | 5.1% | 2.0% | 32.5% | 1.0% | 0.6% | 4.9% | -0.7%
> CCOC(=O)N1CCN(C(=S)NC(=O)/C=C/c2ccc(C)cc2)CC1
→ 5.62µM* | 0.5% | 15.2% | 5.3% | -1.8% | 5.01µM* | 13.5µM* | 20.8% | -1.2% | -4.5%
> Cc1c(Cc2ccccc2)sc(NC(=O)/C=C/c2cccc3ccccc23)c1C(N)=O
→ -4.2% | 2.0% | -6.4% | -4.7% | -75.8% | 7.9% | 3.7% | 15.6% | -23.0% | -26.7%
> CC(=O)C[C@@H](O)CC(=O)[C@H]1OC(=O)CC/C=C\Cc2ccccc21
→ · | -0.4% | · | -7.4% | -9.1% | · | 4.1% | -4.7% | 0.0% | -0.7%
> COc1ccc(S(=O)(=O)N(CC(=O)NN=C2CCN(C)CC2)c2cc(Cl)ccc2OC)cc1OC
→ -2.9% | 2.1% | -11.5% | 1.3% | -13.9% | -3.3% | 3.0% | 11.3% | 6.1% | -4.7%
> Cc1ccc(C(=O)/C=C/c2ccc(F)cc2)o1
→ -17.1% | ? | 8.0% | -20.1% | 4.9% | ? | 1.51µM* | 44.7µM* | 10.5% | 3.0%
> O=C(Nc1ccc(F)cc1)N(CCCN1CCOCC1)Cc1cc2cc3c(cc2[nH]c1=O)OCCO3
→ 6.4% | -0.6% | -7.0% | -11.3% | -30.1% | 44.7% | 3.6% | 2.7% | 0.7% | -15.1%
> COc1cccc(CC2(CO)CCCN(Cc3cn(C)c4ccccc34)C2)c1 (stereo unspecified)
→ -14.2% | -4.9% | -16.0% | -5.2% | -9.4% | -8.1% | -2.9% | -1.9% | -16.8% | -1.5%
> CCn1c(C)nc2c(C)[n+](CC(=O)c3ccc(Br)cc3)ccc21
→ 10.1% | 1.83µM* | 26.9% | 1.8% | 6.6% | 15.3% | ? | 8.5% | 1µM* | 1.12µM*
> O=C(Nc1ccccc1)Nc1ccccc1-n1ccnc1
→ -9.4%[10 µM] | 0.3% | -10.2% | 6.8% | -12.9% | -6.8% | -12.7% | -2.5% | -5.9% | -5.9%
> NNc1nc2c(-c3ccc(F)cc3)nnn2c2ccccc12
→ -13.2% | ? | -4.7% | -3.4% | -20.5% | ? | 4.78µM* | 15.2% | 2.82µM* | 3.98µM*
> Cc1c(Cl)c([N+](=O)[O-])nn1CC(=O)N1CCN(Cc2ccccc2)CC1
→ 0.5% | 0.1% | 16.9% | -1.5% | -16.0% | 7.1% | -10.4% | 0.4% | 1.6% | -4.4%
> CCOc1ccc(-c2nc3n(c(=O)c2C#N)CCCS3)cc1
→ -5.0% | 17.9% | 23.8% | -15.5% | -4.9% | 16.3% | 4.1% | -3.0% | 0.7% | -1.4%
> CCN(CC)Cc1c(O)ccc2c(=O)c(Oc3ccccc3OC)coc12
→ -11.8% | 0.6% | 12.1% | 1.3% | -18.4% | -14.6% | 6.9% | 1.7% | 1.3% | 0.5%
> O=C(O)CN1C(=O)/C(=C\c2cccc(OCc3ccc(Cl)cc3Cl)c2)SC1=S
→ -2.6% | ? | -0.1% | 1.9% | ? | 41.8% | ? | 29.3% | ? | ?
> Cc1cccc(/C=C/c2onc(C)c2S(=O)(=O)N2CCC(C(=O)N3CCCCCC3)CC2)c1
→ -6.4% | -2.8%[9.26 µM] | 1.5% | 0.6% | -23.2% | -18.6% | -1.3% | 5.8% | -1.6% | -7.2%
> CNC(=S)NNC(=O)c1cccn(Cc2ccc(Cl)cc2Cl)c1=O
→ -4.4% | -6.7% | 0.6% | · | · | 37.4% | 0.6% | -0.6% | -4.0% | -0.7%
> CCC(=O)Nc1ccc2nc(SCC(=O)N3CCOCC3)sc2c1
→ -13.7% | 1.9% | -5.1% | 0.2% | 1.3% | -3.7% | -25.1% | 1.3% | -0.6% | -4.6%
